Compound activity from PubChem.
MmCpn inh – blocks the Methanococcus maripaludis chaperonin Mm-Cpn | purified Mm-Cpn ATPase, ADP Transcreener TR-FRET | AID 504842 | 0.031% of 330,000 active | Potency, µM (doses to about 76.9 µM), for inactives: at the highest dose activity, negative = inhibition, usual class: inhibitors; active means well fitted inhibition curve with a large enough effect; inconclusive means small, poorly fitted or top-dose-only effect; further: nearly all actives have a fitted effect of over 80% in size
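ATP (10 uM final) was added to archaeal chaperonin (25 nM final) after 10 min exposure to test compound at 37°C; after 30 min further incubation, ADP was detected by competitive TR-FRET.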
Starred values were filed as active, the others as inactive; ? = inconclusive; [ ] = remark or other dose. On the % scale 0 is the no-effect control and ±100 the full control effect; potency means the concentration at half of the fitted maximal effect. Not all compounds are listed, so the mix of outcomes need not match the whole.

no.	Molecule	MmCpn inh
1	CCn1c(SCC(=O)NCCOC)nc2sc(C)c(C)c2c1=O	-2.3%
2	Cc1ccc(S(=O)(=O)c2ccccc2)cc1S	-0.5%
3	CCC1C/C(=C/c2ccco2)C(=O)/C(=C/c2ccco2)C1 (centres undefined)	-1.4%
4	Cc1nn(CC(=O)Nc2cccnc2N2CCOCC2)c(=O)c2ccccc12	0.6%
5	Cn1c2ccccc2c(=O)c2c(=O)n(Cc3ccco3)c(-c3ccc(Cl)cc3Cl)nc21	-21.8%
6	CC(C)Cn1c(N)c(-c2nc(C(C)C)c(C(=O)c3ccccc3F)s2)c(=O)n(C)c1=O	1.1%
7	COc1ccccc1N/C(=N/c1nc(C)cc(C)n1)NC(C)=O	3.1%
8	CCOC(=O)Nc1ccc2c(c1)nc(CN1CCCCC1)n2C	1.2%
9	O=C(NCc1ccccc1)C1CCCC1	-15.2%
10	CCN1CCN(c2nc(-c3ccncc3)nc3ccccc23)CC1	-8.0%
11	CCCCN(CCCC)CCNC(=O)Cc1nc2c(c(=O)[nH]c(=O)n2C)n1C	-0.4%
12	COc1cc2cc(CN(Cc3cccs3)C(=S)Nc3cccc(C)c3)c(=O)[nH]c2cc1OC	0.3%
13	Cn1c(=O)c2cn3ncccc3c2n(C)c1=O	-0.1%
14	O=C(/C=C/c1ccccc1)NC1CCCc2ccccc21 (centres undefined)	-1.7%
15	COc1cccc(C2C3=C(CCCC3=O)NC3=C2C(=O)c2ccccc23)c1 (centres undefined)	1.0%
16	COC(=O)c1[nH]c2cccc(OC)c2c1NC(=O)CCN1CCN(c2cccc(Cl)c2)CC1	-1.2%
17	N#CCCSc1ccccc1NC(=O)c1ccc(S(=O)(=O)N2CCCC2)cc1	-0.3%
18	COCCn1c(SCC(=O)Nc2ncc(C)s2)nc2sc3c(c2c1=O)CCC3	-0.6%
19	CCOC(=O)c1c(C)[nH]c(C(=O)NCc2ccccc2OC)c1C	-1.1%
20	O=C(CCCn1c(=O)oc2ccccc21)NC1CCCCCC1	2.4%
21	O=C(Nc1ccccc1)N1CCN(C(=O)Nc2ccccc2)CC1	-0.9%
22	CCC(C)n1cnc2c(c1=O)c1nc3ccccc3nc1n2Cc1ccc2c(c1)OCO2 (centres undefined)	-0.6%
23	COC/C=C/C1=CC2=CC(=O)C(C)(OC(=O)CCC(=O)OC)C(=O)C2=CO1 (centres undefined)	-2.7%
24	Cn1c(=O)c(C(=S)NC(=O)C2CC2)c(N)n(Cc2ccccc2)c1=O	-0.4%

Next section (4 carried over from the part before).
no.	Molecule	MmCpn inh
21	O=C(Nc1ccccc1)N1CCN(C(=O)Nc2ccccc2)CC1	-0.9%
22	CCC(C)n1cnc2c(c1=O)c1nc3ccccc3nc1n2Cc1ccc2c(c1)OCO2 (centres undefined)	-0.6%
23	COC/C=C/C1=CC2=CC(=O)C(C)(OC(=O)CCC(=O)OC)C(=O)C2=CO1 (centres undefined)	-2.7%
24	Cn1c(=O)c(C(=S)NC(=O)C2CC2)c(N)n(Cc2ccccc2)c1=O	-0.4%
25	CCCCC[C@]12Cc3cc(OC)c(OC)cc3[C@H](O1)c1c(cc(C)oc1=O)O2	0.1%[15.4 µM]
26	Cc1cc(C)c2c(n1)nn1c(N3CCN(c4ccccn4)CC3)cc(C)nc21	-10.3%
27	CCc1ccc2nc(NC3=NCN(CCN4CCOCC4)CN3)nc(C)c2c1	1.3%
28	O=C(Nc1cc(N2CCOCC2)ncn1)NC1(C(F)(F)F)Oc2ccc(Cl)cc2O1 (centres undefined)	0.3%
29	COc1ccc(N(C)S(=O)(=O)c2cccc(C(=O)Nc3ccc(OC)nc3)c2)cc1	0.2%
30	O=C1/C(=C/c2ccc([N+](=O)[O-])cc2)CCc2ccccc21	-0.8%
31	Cc1[nH]c2ccccc2c1C(=O)CSc1nc2ccccc2c(=O)n1-c1ccccc1F	-5.3%
32	CCN(CC)C(=O)CSc1nnc(COc2cccc(C)c2)n1C	-2.9%
33	C(=C\c1ccccc1)/C=N/Nc1nncc(-c2ccccc2)n1	0.4%
34	CC(C)(C#N)c1cc(Cn2cncn2)cc(C(C)(C)C#N)c1	-1.1%
35	O=C1/C(=C\c2ccco2)SC(=S)N1C1CCCCC1	0.0%
36	CC1(C)CC(NS(=O)(=O)c2ccc(S(N)(=O)=O)cc2)CC(C)(C)N1	0.8%

Among those listed so far, 2 have a cyano group:
no.	Molecule	MmCpn inh
17	N#CCCSc1ccccc1NC(=O)c1ccc(S(=O)(=O)N2CCCC2)cc1	-0.3%
34	CC(C)(C#N)c1cc(Cn2cncn2)cc(C(C)(C)C#N)c1	-1.1%

Next section.
no.	Molecule	MmCpn inh
37	COCCCNC(=O)c1cc2c(=O)n3cc(C)ccc3nc2nc1NCC1CCCO1 (centres undefined)	-1.7%
38	COC(=O)CCCC[C@H]1SC[C@H]2NC(=O)N[C@]21O	2.0%
39	O=C(OCC1O[C@@H](OC(=O)c2cc(O)c(O)c(O)c2)[C@@H](OC(=O)c2cc(O)c(O)c(O)c2)[C@@H](OC(=O)c2cc(O)c(O)c(O)c2)[C@@H]1OC(=O)c1cc(O)c(O)c(O)c1)c1cc(O)c(O)c(O)c1 (some centres undefined)	-7.2%
40	CCOc1cc(CNc2ccccc2SC)ccc1O	0.8%
41	c1cncc(-c2nc3cc(Cc4ccc5oc(-c6cccnc6)nc5c4)ccc3o2)c1	0.2%
42	Cc1ccc(-c2nnc(CSc3nnc4c5c(C)c(C)sc5nc(C(C)C)n34)o2)cc1	-17.1%
43	O=C1CC(c2ccccc2)n2nc(NC(=O)c3cccnc3)nc2N1 (centres undefined)	2.6%
44	CC1(C)Cc2c(sc3ncn4nnnc4c23)CO1	0.3%
45	Cc1cc(-c2ccc(N=Nc3c(S(=O)(=O)O)cc4cc(S(=O)(=O)O)cc(N)c4c3O)c(C)c2)ccc1N=Nc1c(S(=O)(=O)O)cc2cc(S(=O)(=O)O)cc(N)c2c1O	31.6µM*
46	CC1(C)CC(=O)C=C(N2CCN(C3=CC(=O)CC(C)(C)C3)CC2)C1	-4.5%
47	COc1cc2c(C#N)c(N3CCN(C)CC3)nc(N)c2c(N)n1	-5.5%
48	COc1ccc(C2=NC(c3ccccc3)CO2)cc1 (centres undefined)	1.0%
49	CCCCCCn1c(COc2ccccc2F)nnc1SCC(=O)c1c(N)n(C)c(=O)n(C)c1=O	1.5%
50	CC1(C)CC2(CC(c3ccccc3)Oc3cc(O)ccc32)NC(=O)N1 (centres undefined)	2.8%
51	O=c1oc2c(CN3CCOCC3)c(O)c(Cl)cc2c2c1CCC2	-17.9%
52	O=C(CSCc1ccc(Cl)cc1)c1ccco1	0.7%
53	CC(C)CC(=O)O/N=C1\C(=O)N(Cc2ccc(Cl)cc2)c2ccc([N+](=O)[O-])cc21	0.3%
54	Cc1ccc(S(=O)(=O)c2nc(C)oc2NCc2ccccc2)cc1	0.3%
55	Cc1cc(Nc2cccc(O)c2)c2ccccc2n1	-2.7%
56	O=C(CN1CCOCC1)N1CCN(c2ccc3ccccc3n2)CC1	-1.2%
57	O=C(Nc1nc(-c2cccs2)cs1)c1cc2ccccc2oc1=O	1.6%
58	CSc1nc(C)c2c(n1)OC(CN1C(=O)c3ccccc3C1=O)C2 (centres undefined)	-0.4%
59	CCc1ccc(NC(=O)Cc2ccc(OC)cc2)cc1	-0.4%
60	Cn1cc(/C=C(\C#N)C(=O)Nc2ncc(Cc3cccc(Cl)c3)s2)c2ccccc21	-2.9%
61	CCOC(=O)c1ccc(N2NC(=O)/C(=C/c3ccc(OC(=O)c4ccco4)c(OC)c3)C2=O)cc1	0.9%
62	Cc1cccc2c1[nH]c1nc(N/N=C\c3ccco3)nnc12	0.9%
63	CCOC(=O)c1sc(Nc2cccc(C)c2C)nc1C	-1.5%
64	COc1ccc2nc(NC3=NC(C(=O)Nc4ccc(C)cc4)CC(=O)N3)nc(C)c2c1 (centres undefined)	-1.1%
65	Cc1nc(C)c(C(=O)C2=C(O)C(=O)N(CCCN(C)C)C2c2ccco2)s1 (centres undefined)	1.4%
66	O=C(c1cc(-c2ccccn2)nc2ccc(Br)cc12)N1CCc2ccccc2C1	-12.0%
67	Cc1ccc2oc(-c3cccc(NC(=O)Cn4cnc5c(=O)n(C)c(=O)n(C)c54)c3)nc2c1	-1.4%
68	Cc1ccc(C(c2nnnn2C(C)(C)C)N2CCc3ccccc3C2)cc1 (centres undefined)	-3.7%
69	O=C(Nc1cccnc1Cl)c1cccc(F)c1	1.4%
70	CCOc1ccc(CCNC(=O)COC(=O)c2cc(OC)c(OC)c(OC)c2)cc1OCC	-0.5%
71	Cc1nc(SCC(=O)Nc2ccccc2C(F)(F)F)c(C#N)c(C)c1CC(=O)c1ccc(Br)cc1	-16.4%
72	CCCCN(C)S(=O)(=O)c1ccc(C(=O)Nc2nnc(-c3cccs3)o2)cc1	1.4%
73	CCCCOC1(c2ccccc2)NC(=S)NN=C1c1ccccc1 (centres undefined)	-0.2%
74	Nc1cc(C(F)(F)F)ccc1C(=O)O	1.9%
75	COc1cc(CCN2C(=O)N[C@@H](c3cccc(C(F)(F)F)c3)C(C(C)=O)=C2C)cc(OC)c1OC	-0.7%
76	CC(C)(C)c1cc(CN2CCCCC2)cc(C(C)(C)C)c1O	1.8%
77	O=C(Nc1ccc(Cl)cc1C(=O)N1CCOCC1)c1cccc([N+](=O)[O-])c1	3.2%
78	O=C(Nc1ccnc(-c2cccnc2)n1)c1ccc(F)cc1	-4.3%
79	COc1ccc(NC(=O)c2ccc(=O)[nH]c2)cc1S(=O)(=O)N1CCCCC1	-2.2%
80	C[C@@H]1C=CC(=O)O[C@@H]1c1ccc(C(F)(F)F)cc1	1.3%
81	Cc1cc(NC(=O)c2cnccn2)no1	0.9%
82	CCC(=O)Nc1ccc(C(=O)Cn2nc(C(=O)O)c3ccccc3c2=O)cc1	-2.9%
83	Fc1cccc(CNc2ncnc3ccc(-c4ccoc4)cc23)c1	0.6%
84	COc1ccc2nc(N/C(N)=N/C(=S)Nc3ccc(C)c(C)c3)nc(C)c2c1	?

Arranged by the number under MmCpn inh (largest number first): three from the list above.
item	mol	MmCpn inh
4	Cc1nn(CC(=O)Nc2cccnc2N2CCOCC2)c(=O)c2ccccc12	0.6%
58	CSc1nc(C)c2c(n1)OC(CN1C(=O)c3ccccc3C1=O)C2 (centres undefined)	-0.4%
51	O=c1oc2c(CN3CCOCC3)c(O)c(Cl)cc2c2c1CCC2	-17.9%

New compounds follow
no.	Molecule	MmCpn inh
85	CC1(C)CC(=O)C2=C(C1)O[C@@]1(CCCCN3C(=O)c4ccccc4C3=O)Cc3cc(C#N)ccc3C2O1	0.0%[15.4 µM]
86	Cc1nc2c(cnn2-c2ccc(Cl)cc2)c(=O)n1-c1ccc(N2CCC(C)CC2)cc1	-2.0%
87	Cc1ccc2cc(C)c3nnc(SCC(=O)Nc4nc5c(s4)CCCC5)n3c2c1	0.8%
88	O=C(CSc1ncnc2c1oc1ccccc12)N1CCc2ccccc2C1	-3.4%
89	CCOC(=O)C1CCCN(c2cc(NCCCO)c([N+](=O)[O-])c3nonc23)C1 (centres undefined)	?
90	Cn1c(=O)c2c(nc(CN3CCN(Cc4ccccc4)CC3)n2Cc2ccccc2)n(C)c1=O	0.7%
91	O=C(CN1N=C(c2ccccc2)CCC1=O)NCc1ccco1	0.6%
92	O=C1NC(Cc2ccccc2)c2nc3ccc(F)cc3c(=O)n2-c2ccccc21 (centres undefined)	0.7%
93	Cc1ccc(-n2c(-c3cn(C)nc3C)n[nH]c2=S)cc1	0.5%
94	CCOC(=O)N1CCC(NC(=O)C(NC(=O)C2CCC(C)CC2)C(C)CC)CC1 (centres undefined)	-1.0%
95	CCOC(=O)c1ccc(NC(=O)Nc2ncc(Cl)cc2Cl)cc1	1.0%
96	CN(C)c1ccc(/C=C2/C(=O)N(c3ccc([N+](=O)[O-])cc3)N=C2N2CCOCC2)cc1	-3.8%
97	CCOC(=O)c1cc2c(=O)n3ccccc3nc2n(CCCOC)c1=NC(=O)c1cccnc1	-11.9%
98	CC(=O)C(Sc1nc(-c2ccc(F)cc2)nc2c1c(=O)n(C)c(=O)n2C)C(C)=O	0.1%
99	NC(=O)Cn1nc2sc3ccccc3n2c(=O)c1=O	0.8%
100	O=C1N=C2N(CCN3CCCCC3)c3ccccc3N2/C1=C\c1ccc([N+](=O)[O-])o1	4.1%
101	O=C(CN1C(=O)NC(c2ccccc2)(c2ccccc2)C1=O)c1c[nH]c2ccccc12	-17.2%
102	COc1ccc(O)c(C(=O)CC(=O)c2ccccc2)c1	-11.3%
103	CC(=O)Nc1cc2c(s1)c1cnn(Cc3ccccc3F)c(=O)c1n2C	1.4%
104	CCCC(=O)Nc1cc(C)c(NC(=O)Cc2ccccc2)cn1	-0.1%
105	O=C(O)c1ccc2c(c1Sc1ccccc1)C(=O)c1ccccc1C2=O	1.3%
106	CC(OC(=O)c1ccc(Cl)c(S(=O)(=O)N2CCCC2)c1)C(=O)NC1CCCCC1C (centres undefined)	-25.4%
107	O=C(N/N=C/c1ccccn1)c1ccc(Cl)c(Cl)c1	0.8%
108	O=C(O)c1ccc2c(c1)C(=O)N([C@@H](C(=O)O)C(c1ccccc1)c1ccccc1)C2=O	-2.5%
109	COc1ccc(C2c3c(oc4ccccc4c3=O)C(=O)N2Cc2ccncc2)cc1 (centres undefined)	0.3%
110	CCCOc1ccc(-c2nc(-c3ccc(N)cc3)cs2)cc1	-6.9%
111	O=C(N=C1c2ccccc2CN1c1ccc(F)c(Cl)c1)c1cccnc1Cl	-2.5%
112	CCCSc1nnc2n(Cc3ccccc3)c(=O)c3c4c(sc3n12)CCC4	-0.3%
113	NC(=O)C1CCN(c2nc(-c3ccc([N+](=O)[O-])cc3)cs2)CC1	1.8%
114	COc1ccc(C(=O)CCS(=O)(=O)c2ccc(F)cc2)cc1OC	1.5%
115	N=C(N)N1CCc2ccccc2C1	-0.1%
116	C[C@@H]1NC(=O)[C@H](CCCN=C(N)N)NC(=O)c2cc([N+](=O)[O-])cc(I)c2OCC[C@@H](C(=O)NC(CC(=O)O)C(N)=O)NC1=O (some centres undefined)	-2.5%
117	Cc1ccnc(NC(=O)COc2ccccc2[N+](=O)[O-])c1	-2.2%
